HIV fusion peptide: cell-free HIV fusion peptide-binding blockers – biochemical, uHTS, fluorescence dequenching, primary screen (AID 1986); hit rate 0.3% among 290,000; cell-free peptide binding, fluorescence dequenching, 30 min; higher % means a stronger effect; inhibition, % at 20 µM, or IC50 in µM where a hit was titrated; in the data active = inhibition mostly above about 52%, no sharp cut-off; inactive = mostly below about 76%; also: some results filed as inactive read as strong as hits
AID2073: inhibitors of Mint1-CaV2.2 protein interaction, biochemical, HTRF (AID 2073); HTRF protein-protein interaction, Mint1-CaV2.2; higher % means a stronger effect; inhibition, % at 20 µM, or IC50 in µM where a hit was titrated; hit rate 0.19% among 290,000; in the data active = inhibition mostly above about 51%, no sharp cut-off; inconclusive = no clear call, values can overlap the other calls; inactive = mostly below about 53%; also: some results filed as inactive read as strong as hits
SIAH1 antagonists: blockers of Siah-1 interaction with plectin peptide – biochemical, fluorescence polarization, rhodamine-plectin, uHTS, primary screen (AID 1817); Siah-1 / rhodamine-plectin peptide fluorescence polarization; higher % means a stronger effect; displacement, % at 20 µM; hits with a dose series show IC50 in µM; hit rate 0.02% among 290,000;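 active = displacement of at least 50% at 20 µM, with a fluorescence ratio check between 0.3 and a set limit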;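 also: plate controls were Siah plus tracer with DMSO for no effect and tracer alone without Siah for full effect; strong numbers were not always called active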
KOR beta-arrestin-1: KOR antagonists, beta-arrestin recruitment, cell-based, luminescence, uHTS (AID 1778). KOR beta-arrestin recruitment, luminescence, antagonist mode; higher % means a stronger effect. inhibition, % at 10 µM; hits with a dose series show IC50 in µM. hit rate 0.091% among 290,000; in the data active = inhibition above about 50%; also: strong numbers were not always called active
GPR55 activation: selective activators of receptor GPR55 – imaging, U2OS cells, beta-arrestin-GFP redistribution, primary screen (AID 1961); U2OS GPR55 beta-arrestin-GFP redistribution imaging; higher % means a stronger effect; one-dose activation, % at 10 µM; EC50 in µM for titrated hits; hit rate 0.048% among 290,000;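 active = activation above 40% with more than 50 cells counted in the well; inconclusive = wells holding fewer than 50 cells, flagged as toxic or sparse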;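 also: U2OS osteosarcoma cells stably expressing GPR55 and beta-arrestin-GFP; plate controls were DMSO negative control for no effect and LPI positive control for full effect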
GPR55 antagonists: GPR55 antagonists blocking LPI-driven arrestin recruitment, primary screen, imaging, U2OS, beta-arrestin-GFP, LPI agonist (AID 2013); U2OS GPR55 beta-arrestin-GFP translocation imaging, LPI antagonism; higher % means a stronger effect; inhibition, % at 10 µM, or IC50 in µM where a hit was titrated; hit rate 0.13% among 290,000;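 active = spots per cell inhibited over 60%, with over 100 cells counted and total cytoplasm intensity under 500,000; inconclusive = wells with under 100 cells, flagged as likely toxic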;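 also: U2OS cells stably carrying GPR55 and arrestin-GFP stimulated by 5 µM LPI near EC80; imaged beta-arrestin-GFP aggregate spots per cell after agonist stimulation; plate controls were LPI-stimulated DMSO wells for no effect and DMSO wells without LPI for full effect; some results filed as inactive read as strong as hits; confirmed hits need IC50 under 10 µM and bright autofluorescent wells are also inconclusive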
GPR35 arrestin U2OS: inhibition of zaprinast-stimulated GPR35 beta-arrestin translocation – imaging, U2OS, beta-arrestin-GFP, zaprinast agonist, primary screen (AID 2058); hit rate 0.052% among 290,000; U2OS GPR35 beta-arrestin-GFP translocation imaging, zaprinast antagonism; higher % means a stronger effect; inhibition, % at 10 µM; hits with a dose series show IC50 in µM;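 active = inhibition of at least 50% with at least 30 cells and total cytoplasm GFP at most 10,000,000; inconclusive = under 30 cells or total GFP of 10,000,000 plus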
NOD1 inhibition: inhibition of NOD1-driven NF-kB reporter – cell-based, luminescence, uHTS, primary screen (AID 1578); NOD1-driven NF-kB luciferase reporter cells, luminescence; higher % means a stronger effect; inhibition, % at 4 µM; hits with a dose series show EC50 in µM; hit rate 1% among 290,000; in the data active = inhibition mostly above about 36%, no sharp cut-off; inactive = mostly below about 34%;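 also: HEK-293T reporter cells stimulated with the NOD1 agonist gamma-tri-DAP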
KOR beta-arrestin-2: kappa opioid receptor activators – cell-based, luminescence, uHTS, primary screen (AID 1777) | hit rate 0.02% among 280,000 | one-dose activation, % at 10 µM; EC50 in µM for titrated hits | KOR beta-arrestin recruitment, luminescence; higher % means a stronger effect; in the data active = activation above about 50%, passing the limit was not always enough; also: a part of the inactive calls stands beside numbers as strong as those of hits
Numbers without * were called inactive; ? = inconclusive; · = no result given; [ ] = another dose, or the depositor's remark. Some of the compounds tested; the hit share may differ from the screen's.

smiles	HIV fusion peptide	AID2073	SIAH1 antagonists	KOR beta-arrestin-1	GPR55 activation	GPR55 antagonists	GPR35 arrestin U2OS	NOD1 inhibition	KOR beta-arrestin-2
COc1ccc(C(=O)COC(=O)CN2C(=O)C3C4C=CC(C5CC45)C3C2=O)cc1 (configuration not stated)	0.5%	?	-3.6%	1.4%	-0.8%	-6.5%	-1.0%	-25.1%	3.9%
O=C(NCCc1cccs1)c1cccs1	-1.1%	-1.7%	18.9%	21.6%	-0.3%	5.4%	0.4%	-39.6%	-7.7%
CCCc1noc2c1C(c1cc(Br)ccc1F)C(C#N)=C(N)N2 (configuration not stated)	-0.8%	-1.3%	19.0%	-84.0%[20 µM]	0.2%	2.2%	19.8%	44.7%	-1.0%
COc1ccccc1N=Cc1c(O)c2ccccc2oc1=O	3.3%	21.3%	-1.8%	-30.1%	0.2%	-7.4%	-2.5%	-1.6%	8.6%
COc1ccc(CCN(C)CC(O)c2ccccc2)cc1OC (configuration not stated)	-0.6%	-5.8%	-1.0%	12.4%	0.0%	17.3%	12.6%	-26.6%	-1.5%
CCn1c(SCC(=O)NCC(=O)Nc2ccc(F)cc2)nnc1-c1ccncc1	-1.3%	6.4%	-0.7%	-12.2%	-0.2%	-1.6%	7.4%	-5.1%	0.6%
CC1(C)NC(=O)N(CCOCCOc2c(Cl)cc(Cl)cc2Cl)C1=O	-4.7%	4.2%	3.6%	-25.8%	1.2%	9.6%	-1.1%	5.8%	0.3%
Cc1ccccc1N(C(=O)CNC(=O)c1ccco1)C(C(=O)NC1CCCC1)c1ccncc1 (configuration not stated)	1.4%	4.9%	-0.4%	-33.2%	-0.1%	-4.6%	0.4%	30.7%	3.8%
COc1ccc(CCC(C)NC(=O)CCc2ccccc2)c(OC)c1 (configuration not stated)	-2.9%	8.8%	4.3%	8.3%	-0.1%	-5.0%	-7.6%	-2.1%	-1.5%
O=C(O)c1cc(NC(=O)C2CCCO2)cc(C(=O)O)c1 (configuration not stated)	-0.1%	5.4%	1.8%	-41.0%[20 µM]	0.0%	-8.4%	-9.6%	-29.2%	2.2%
Cn1c(NCCO)nc2c1c(=O)n(Cc1ccc(F)cc1)c(=O)n2C	-0.4%	8.4%	-4.3%	-6.3%	-0.1%	0.7%	6.7%	2.9%	-9.6%
O=C(Nc1ccccc1)C(=O)Nc1cccnc1	1.0%	7.8%	0.4%	17.6%	0.5%	-2.2%	1.9%	-17.0%	5.8%
CCN(Cc1nc(-c2cccc(Cl)c2)no1)CC1CCCO1 (configuration not stated)	2.4%	-6.1%	-7.0%	-28.0%	-0.1%	1.7%	-12.8%	-36.0%	3.8%
CC(=O)c1ccc(NC(=O)c2ccc(-n3cncn3)c([N+](=O)[O-])c2)cc1	-2.5%	3.2%	-3.3%	-7.8%	0.9%	-1.0%	6.9%	-8.0%	-1.7%
Nc1ccccc1C(=O)N/N=C1\C2CN3CCN(C2)CC1(c1ccccc1)C3	0.3%	7.7%	1.5%	-6.1%	0.2%	-8.9%	-0.2%	-15.4%	-2.1%
CCCc1cc(=O)[nH]c(SCc2ccc(F)cc2)n1	0.8%	0.0%	3.3%	22.3%	-0.3%	13.4%	-2.2%	-1.4%	-4.6%
O=C(CN1C(=O)NC2(CCCCCCC2)C1=O)N1CCN(C(=O)c2ccco2)CC1	1.6%	12.9%	2.4%	-36.8%	-0.1%	-6.8%	10.8%	-14.6%	2.0%
CN1CCN(CC(=O)Nc2sc3c(c2C#N)CCC(C(C)(C)C)C3)CC1 (configuration not stated)	-2.7%	8.5%	0.3%	-11.5%	-0.1%	39.2%	3.1%	-5.9%	-0.5%
CCn1c(=O)c2cc(S(=O)(=O)NCCOc3ccccc3)ccc2n(CC)c1=O	0.0%	2.3%	2.9%	21.3%	-0.1%	7.1%	-10.9%	-24.6%	-0.8%
Cc1ccc(C(=O)OCc2nc(N)nc(Nc3ccccc3C)n2)cc1	0.4%	-4.6%	5.3%	2.6%	-0.2%	10.4%	-13.3%	-21.2%	2.6%
CCOC(=O)c1ccc2c(c1)n(CC)c(C)[n+]2CC	-0.4%	2.9%	4.2%	6.0%[20 µM]	0.0%	-0.4%	-11.4%	-7.6%	-7.2%
N#CCN1C(=O)C(=O)N(Cc2cccc(C(F)(F)F)c2)C1=O	-1.3%	11.0%	-2.7%	35.1%	0.0%	3.4%	-5.2%	3.9%	2.6%
O=C(NC1(C(F)(F)F)NC(=O)N(Cc2cccnc2)C1=O)c1ccccc1Cl (configuration not stated)	-0.2%	-1.8%	6.4%	-16.3%	0.3%	18.7%	-4.0%	14.5%	1.1%
COc1ccc(CCNC(=O)Cn2c(=O)oc3cc(Cl)ccc32)cc1OC	0.6%	14.8%	3.1%	12.4%	-0.1%	10.7%	0.5%	-8.6%	-1.7%
O=C(Nc1ccn(Cc2ccccc2F)n1)c1ccc(COc2ccc(Cl)cc2Cl)o1	1.0%	16.1%	5.3%	-27.9%	-0.1%	14.5%	6.6%	-24.4%	-1.5%

In another format: entries from further up
SMILES: COc1ccccc1N=Cc1c(O)c2ccccc2oc1=O
  HIV fusion peptide: 3.3% | AID2073: 21.3% | SIAH1 antagonists: -1.8% | KOR beta-arrestin-1: -30.1% | GPR55 activation: 0.2% | GPR55 antagonists: -7.4% | GPR35 arrestin U2OS: -2.5% | NOD1 inhibition: -1.6% | KOR beta-arrestin-2: 8.6%

SMILES: COc1ccc(CCN(C)CC(O)c2ccccc2)cc1OC (configuration not stated)
  HIV fusion peptide: -0.6% | AID2073: -5.8% | SIAH1 antagonists: -1.0% | KOR beta-arrestin-1: 12.4% | GPR55 activation: 0.0% | GPR55 antagonists: 17.3% | GPR35 arrestin U2OS: 12.6% | NOD1 inhibition: -26.6% | KOR beta-arrestin-2: -1.5%

SMILES: CCn1c(SCC(=O)NCC(=O)Nc2ccc(F)cc2)nnc1-c1ccncc1
  HIV fusion peptide: -1.3% | AID2073: 6.4% | SIAH1 antagonists: -0.7% | KOR beta-arrestin-1: -12.2% | GPR55 activation: -0.2% | GPR55 antagonists: -1.6% | GPR35 arrestin U2OS: 7.4% | NOD1 inhibition: -5.1% | KOR beta-arrestin-2: 0.6%

SMILES: CC1(C)NC(=O)N(CCOCCOc2c(Cl)cc(Cl)cc2Cl)C1=O
  HIV fusion peptide: -4.7% | AID2073: 4.2% | SIAH1 antagonists: 3.6% | KOR beta-arrestin-1: -25.8% | GPR55 activation: 1.2% | GPR55 antagonists: 9.6% | GPR35 arrestin U2OS: -1.1% | NOD1 inhibition: 5.8% | KOR beta-arrestin-2: 0.3%

Continued:
smiles	HIV fusion peptide	AID2073	SIAH1 antagonists	KOR beta-arrestin-1	GPR55 activation	GPR55 antagonists	GPR35 arrestin U2OS	NOD1 inhibition	KOR beta-arrestin-2
Cc1ccc2c(n1)sc1c(-c3ccc(Br)cc3)c(C#N)c(N)nc12	2.3%	8.4%	-1.7%	-14.9%	0.0%	·	4.2%	-65.0%	5.8%
CC(C)(C)NC(=O)c1cc(-c2ccccc2)n[nH]1	0.8%	-1.1%	4.8%	-1.4%	0.2%	2.7%	-3.8%	-30.1%	3.3%
CC(=O)CSc1ccc(-c2nc3ccccc3[nH]2)cn1	0.3%	3.7%	1.7%	-30.1%[20 µM]	0.0%	-4.5%	-14.7%	-67.5%	1.1%
Cc1ccccc1NC(=O)NCc1ccco1	-0.6%	-4.8%	-0.4%	-38.7%	-0.1%	-7.6%	0.0%	-3.0%	4.5%
CCOC(=O)C(NC(=O)c1ccccc1Cl)(Nc1sc2c(c1C(N)=O)CCC2)C(F)(F)F (configuration not stated)	5.6%	-24.1%	6.9%	-21.8%	0.4%	13.6%	-10.4%	7.4%	-1.0%
COc1ccc(N=Cc2cc3c(cc2O)OC(N)=C(C#N)C3c2ccccc2)cc1 (configuration not stated)	24.4%	26.5%	-2.6%	7.6%	0.5%	-9.3%	-17.7%	49.0%	1.4%
O=Cc1sc(=O)n(Cc2cccc(C(=O)O)c2)c1Cl	1.8%	1.2%	-5.3%	-5.4%	-0.3%	-4.5%	7.1%	8.6%	·
CSc1nsc(SCC(=O)Nc2cccc(C(=O)O)c2)n1	2.3%	-3.1%	2.2%	6.9%	-0.2%	8.7%	-8.7%	-34.6%	-2.4%
CCCC(c1nnnn1CC1CCCO1)N1CCN(c2cc(Cl)ccc2C)CC1 (configuration not stated)	-0.2%	3.9%	1.9%	20.5%	1.0%	-4.2%	7.8%	-24.1%	1.0%
O=C(Nc1ccc(Cl)cc1Cl)c1csc(-c2cccnc2)n1	-1.8%	7.4%	-1.6%	39.9%	0.2%	-1.6%	10.0%	-3.7%	·
NS(=O)(=O)c1ccc(NC(=O)COC(=O)CNC(=O)C23CC4CC(CC(C4)C2)C3)cc1	-0.7%	5.2%	-0.8%	-27.1%	-0.1%	-2.6%	-0.5%	-33.0%	0.1%
Cc1ccc2c(c1)COc1c3ccc(C(=O)N[C@@H](C)CO)cc3nn1-2	-1.4%	20.2%	-2.8%	-1.9%	-0.2%	-0.2%	-16.9%	-4.7%	1.5%
OC1(c2ccccc2)CNCCc2ccccc21 (configuration not stated)	-0.4%	-11.7%	2.0%	1.0%	-0.1%	0.8%	-5.3%	1.0%	3.5%
O=C(/C=C/c1ccccc1)CC(O)(c1ccccc1)C(F)(F)F (configuration not stated)	0.6%	-1.1%	1.6%	19.1%	10.1%	34.3%	-6.8%	24.3%	-9.7%
O=C(c1ccc(C(=O)N2CCOCC2)s1)N1CCOCC1	-0.4%	1.3%	-2.7%	13.6%	-0.1%	1.0%	-5.6%	8.1%	-2.0%
Cc1ccc(-c2nn3c(C)nnc3c3ccccc23)cc1S(=O)(=O)NCc1ccccc1	-3.1%	15.4%	3.1%	-25.9%	-0.1%	4.2%	-14.0%	2.5%	11.9%
O=C(Cn1cc(Cl)ccc1=O)c1ccc(Cl)cc1	3.0%	1.4%	4.7%	-21.8%	0.2%	0.9%	2.0%	-27.4%	-2.4%
O=C(Cn1[nH]c(=O)c2ccccc2c1=O)NC1CCCCCC1	0.6%	26.5%	3.5%	9.7%	0.0%	-19.8%	8.2%	-12.6%	-2.5%
Cc1ccc(C)c(N2CN(Cc3cccnc3)CNC2=S)c1	0.4%	-5.3%	-1.0%	6.2%	-0.2%	3.0%	-6.5%	-22.2%	-0.7%
Cc1cc(C)n(-c2nc(SCC(=O)NCC3CCCO3)c3c4c(sc3n2)CCCC4)n1 (configuration not stated)	2.1%	16.2%	0.0%	-14.1%	0.2%	25.6%	15.6%	-32.1%	-4.2%
Cc1ccc(C(=O)COC(=O)c2n[nH]c(=O)c3ccccc23)cc1	-1.8%	6.7%	10.4%	4.2%	-0.2%	0.4%	17.4%	-23.7%	-1.8%
